MC4R antag cAMP: blocks human MC4R cAMP signaling. P32245. AID 540295. 360,000 compounds, 0.48% hits. MC4R-expressing cells, MTII-stimulated cAMP, LANCE TR-FRET. inhibition, % at 6.5 µM;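 active = inhibition above its plate's cutoff, the mean of tested wells on that plate plus 3 SD, cut at about 29% in these data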;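 also: 0% = Melanotan II alone and 100% = Melanotan II plus saturating MCL0020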
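System: U2OS cells stably expressing human melanocortin 4 receptor (MC4R). Reagent: Melanotan II challenge after compound preincubation. Doses: 6.5 µM. Times: 30-min compound, 1-h challenge, 1-h detection, room temperature. Measured by: TR-FRET with Eu-cAMP and labeled anti-cAMP, 671 nm. Replicates: singlicate.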
ABHD5-PLIN5 inh: blocks binding of human ABHD5 to perilipin-5. 360,000 compounds, 0.78% hits. AID 602281. Split G. princeps luciferase complementation, luminescence, 4 h. Q00G26+Q8WTS1. inhibition, % at 4 µM;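 active = inhibition above the mean inhibition across every tested compound plus 3 SD, cut at about 22% in these data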;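 also: 0% = DMSO only wells and the 100% control is not disclosed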
H9c2 protect: protects H9c2 cardiomyocytes from peroxide injury | H2O2 injury protection, ATPLite, 2 h | protection from H2O2 cell death, % at 20 µM | 360,000 compounds, 0.63% hits | AID 588492;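 active = compounds giving at least 50% protection of heart cells from peroxide-induced death in the single-dose screen, raw or plate-pattern-corrected value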;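 also: 0% = DMSO wells with peroxide and 100% = DMSO wells without peroxide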
SRC2 inh: human SRC2 (NCOA2) inhibition; Q15596; HEK293 GAL4-SRC2 luciferase reporter, luminescence; inhibition, % at 9 µM; 370,000 compounds, 0.17% hits; AID 651957;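 active = inhibition above the mean inhibition of all tested compounds plus 3 SD, set per campaign, cut at about 52% in these data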;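 also: 0% = DMSO treated cells and 100% = cells given Gossypol at 36 µM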
Target sequence (Q15596 whole entry, looked up, the tested form may be a part): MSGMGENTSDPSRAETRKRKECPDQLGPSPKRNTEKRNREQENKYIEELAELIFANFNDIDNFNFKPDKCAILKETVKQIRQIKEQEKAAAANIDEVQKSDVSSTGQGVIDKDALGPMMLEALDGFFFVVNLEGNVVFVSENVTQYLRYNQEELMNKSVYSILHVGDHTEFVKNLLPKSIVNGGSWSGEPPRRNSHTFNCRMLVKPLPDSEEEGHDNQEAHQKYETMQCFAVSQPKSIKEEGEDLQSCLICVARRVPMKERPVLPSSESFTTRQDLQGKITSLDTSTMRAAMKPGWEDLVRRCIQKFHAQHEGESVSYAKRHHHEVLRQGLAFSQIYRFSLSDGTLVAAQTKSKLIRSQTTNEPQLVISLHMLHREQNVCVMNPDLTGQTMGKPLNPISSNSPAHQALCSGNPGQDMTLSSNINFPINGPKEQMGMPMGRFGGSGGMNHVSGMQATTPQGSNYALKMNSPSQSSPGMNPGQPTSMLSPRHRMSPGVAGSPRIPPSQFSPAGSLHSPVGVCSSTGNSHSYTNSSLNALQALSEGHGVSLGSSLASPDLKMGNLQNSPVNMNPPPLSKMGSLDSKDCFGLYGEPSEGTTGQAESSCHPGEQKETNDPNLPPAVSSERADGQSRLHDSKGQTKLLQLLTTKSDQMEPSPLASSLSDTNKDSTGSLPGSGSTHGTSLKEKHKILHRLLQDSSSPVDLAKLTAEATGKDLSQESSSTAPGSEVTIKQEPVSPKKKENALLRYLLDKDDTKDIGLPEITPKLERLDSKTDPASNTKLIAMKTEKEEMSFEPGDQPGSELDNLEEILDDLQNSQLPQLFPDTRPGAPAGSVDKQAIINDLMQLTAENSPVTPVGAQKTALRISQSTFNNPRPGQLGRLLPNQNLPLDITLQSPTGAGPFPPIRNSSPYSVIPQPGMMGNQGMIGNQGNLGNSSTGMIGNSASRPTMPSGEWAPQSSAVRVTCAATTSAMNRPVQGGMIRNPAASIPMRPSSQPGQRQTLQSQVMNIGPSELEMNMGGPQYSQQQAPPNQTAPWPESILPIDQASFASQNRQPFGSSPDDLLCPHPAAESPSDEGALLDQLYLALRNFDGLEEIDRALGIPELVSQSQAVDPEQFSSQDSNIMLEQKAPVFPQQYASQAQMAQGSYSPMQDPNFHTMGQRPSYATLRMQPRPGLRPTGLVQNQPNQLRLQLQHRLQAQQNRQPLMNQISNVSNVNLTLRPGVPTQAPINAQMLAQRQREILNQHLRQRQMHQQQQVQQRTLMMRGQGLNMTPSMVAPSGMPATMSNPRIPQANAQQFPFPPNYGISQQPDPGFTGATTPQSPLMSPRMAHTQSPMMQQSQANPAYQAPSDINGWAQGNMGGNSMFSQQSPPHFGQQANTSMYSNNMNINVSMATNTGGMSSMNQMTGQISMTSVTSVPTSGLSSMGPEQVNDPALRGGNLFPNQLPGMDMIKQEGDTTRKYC
Glyco luc inh: blocks N-linked glycosylation in D54 reporter cells; AID 588692; D54 ERlucT glycosylation luciferase reporter, 24 h; percent of 100 nM tunicamycin response; reporter increase, % at 12.5 µM; 360,000 compounds, 0.23% hits;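 active = mean luciferase reporter signal, scaled so untreated is 0 and the glycosylation-blocking control 100, at or above a set limit in every replicate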;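 also: luciferase carries N-glycosylation sites so blocking glycosylation raises the light; 0% = median of neutral control wells and 100% = median of 100 nM tunicamycin wells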
TLR9-MyD88 inh: blocks human TLR9 binding to MyD88; Q9NR96+Q99836; 340,000 compounds, 0.21% hits; CHO BLA complementation TLR9-MyD88, CCF4 FRET ratio; inhibition, % at 4.98 µM;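 active = inhibition above the mean over all tested compounds plus 3 SD, cut at about 21% in these data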;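 also: 0% = DMSO only wells and 100% = clavulanate BLA inhibitor control wells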
MC4R barr agon: human MC4R agonism via beta-arrestin. P32245. U2OS MC4R beta-arrestin complementation, luminescence; percent of melanotan II response, DMSO zero. activation, % at 8.9 µM. 360,000 compounds, 0.98% hits;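 active = activation above a per-plate cutoff, the mean activation of sample wells on that plate plus 3 SD, cut at about 8% in these data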
ABCB6 inh MLPCN: blocks the human ABCB6 transporter; Q9NP58; K562-ABCB6 porphyrin accumulation, flow cytometry, 1 h; stronger effect = lower value; fluorescence ratio to DMSO, % at 10 µM; 360,000 compounds, 0.19% hits; AID 602162;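 active = fluorescence ratio to DMSO below 75%, the collection mean minus 3 SD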;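 also: signal is porphyrin accumulated inside mitochondria; 100% equals median channel fluorescence of DMSO control wells; lower ratio means ABCB6 inhibition with less porphyrin fluorescence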
NOD2 RIPK2 PPI: blocks binding of human NOD2 to RIPK2 | CHO BLA complementation NOD2-RIPK2, CCF4 ratio | inhibition, % at 4.98 µM | 360,000 compounds, 0.38% hits | AID 624267; in the data active = inhibition above about 21%;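 also: 0% = vehicle only and 100% = reference blocker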
m5-HT2A agonist: mouse HTR2A agonism via beta-arrestin recruitment; 360,000 compounds, 0.66% hits; activation, % at 7.6 µM; AID 624169; CHO-K1 mHTR2A beta-arrestin complementation, luminescence; percent of 30 µM serotonin response; P35363;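 active = activation above a run cutoff, the mean activation of all tested compounds plus 3 SD, cut at about 14% in these data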;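 also: 0% = plate median of compound wells and 100% = 30 µM serotonin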
Active calls of the source: *; . = no result given. Not all compounds are listed; the hit share may differ from the screen's.

nr	SMILES	MC4R antag cAMP	ABHD5-PLIN5 inh	H9c2 protect	SRC2 inh	Glyco luc inh	TLR9-MyD88 inh	MC4R barr agon	ABCB6 inh MLPCN	NOD2 RIPK2 PPI	m5-HT2A agonist
1	COC(=O)Nc1ccc(S(=O)(=O)N2CCCC(C(=O)Nc3cccnc3)C2)cc1 (stereo not given)	-1	1	-2	-12	1	-5	-0.4	90	6	-1
2	CC(C)c1cc(C(=O)O)n(-c2ccccc2)n1	-3	4	0	-13	1	-7	-1.6	100	3	-4
3	CCc1ccccc1NC(=O)CN(C)C(=O)CSc1nnc(Nc2cccc(C)c2C)s1	-2	7	12	-13	-3	7	1.0	101	-2	5
4	Cc1ccsc1C(=O)OCc1cc(=O)n2ccsc2n1	10	6	31	-59	-11	-1	-1.3	101	-1	0
5	O=C(/C=C/c1ccc(Cl)c([N+](=O)[O-])c1)NCc1cccnc1	-1	-6	5	-16	-3	-12	-1.8	99	-3	-8
6	CCCCCN(C(=O)NC(=O)Nc1ccccc1OC)S(C)(=O)=O	3	-2	4	-1	3	8	3.8	96	6	3
7	O=C(COc1ccc(C(=O)O)cc1)Nc1cccc(C(F)(F)F)c1	17	-2	-2	3	3	0	1.4	102	-8	-5
8	O=C(CSc1nnc(CNC(=O)c2c(F)cccc2Cl)o1)NCc1ccc(F)cc1	-3	-5	-2	-6	-2	2	1.1	100	0	1
9	CCS(=O)(=O)N1CCC(C(=O)NCCN2CCOCC2)CC1	11	-2	-1	12	0	6	0.1	98	4	-1
10	CC1(C)Cc2c(cnn2-c2ccccc2)C(NC(=O)CCN2CCCC2=O)C1 (stereo not given)	0	-9	-1	-1	2	-5	-1.8	95	-2	-1
11	COc1ccccc1N1CCN(S(=O)(=O)CCNC(=O)CCc2ccccc2)CC1	10	-1	4	0	0	-17	-0.8	94	6	0
12	CC(C)CN1C(=O)N(c2ccc(Cl)cc2)C(C)(O)CC1(C)C (stereo not given)	-1	-1	-2	-5	-1	1	3.6	96	-5	4
13	CC(=O)c1cccc(N(C(=O)c2ccccn2)C(C(=O)NC2CCCCC2)c2cccs2)c1 (stereo not given)	-4	2	8	1	-3	0	-3.0	102	-11	2
14	Cc1cnc(C(=O)OCC(=O)N2CC(C)CC(C)C2)cn1 (stereo not given)	3	4	0	3	1	0	-1.1	99	-5	5
15	COc1ccc(OC)c(C2C3=C(COC3=O)Nc3cc4c(cc32)OCO4)c1 (stereo not given)	-20	-4	8	-17	16	8	-2.8	104	11	-4
16	C/C(=N\NC(=S)Nc1c(C)cccc1C)c1ccc(OC(F)F)cc1	6	-11	-4	-19	-5	2	-1.6	92	-8	-1
17	Cc1ccc(-n2c(=O)c3c4c(sc3n(Cc3cc(=O)n5ccccc5n3)c2=O)CCC4)cc1C	15	-1	0	-15	0	-3	-2.0	102	2	3
18	CCCN(C(=O)c1ccc(N2CCCC2=O)cc1)c1c(N)n(Cc2ccccc2)c(=O)[nH]c1=O	4	-18	0	-11	0	0	-2.0	101	0	-1
19	Cc1c(C)c2ccc(OCC(=O)NC3CCN(Cc4ccccc4)CC3)cc2oc1=O	2	-4	2	16	2	-8	-2.7	102	-7	-10
20	CCOC(=O)c1[nH]cnc1C(=O)NC(C)C	-1	-1	10	-2	2	-4	-1.4	96	-17	5
21	CCCOc1nc2c(c(=O)n(C)c(=O)n2C)n1CCC	-4	0	-4	-19	2	-7	-2.4	88	-6	3
22	COc1ccc(C2CC(c3ccccc3)n3nc(NC(=O)c4cccs4)nc3N2)cc1 (stereo not given)	11	12	16	-3	-3	2	1.9	102	-1	3
23	CCN(CC)C(=O)CN1C(=O)/C(=C/c2ccccc2)SC1=S	4	-6	-1	13	-1	3	-1.6	99	0	-1
24	COc1cccc(CNC(=O)CN2C(=O)NC(Cc3ccccc3)(c3ccccc3)C2=O)c1 (stereo not given)	-2	-1	6	-6	-3	-8	-0.9	99	-2	-2
25	O=S(=O)(c1ccc2[nH]ccc2c1)N1CCCCCC1	5	-9	-2	5	-3	-2	-3.4	94	1	5

9 entries out of the list, arranged by formula weight, lowest first.
nr	SMILES	MC4R antag cAMP	ABHD5-PLIN5 inh	H9c2 protect	SRC2 inh	Glyco luc inh	TLR9-MyD88 inh	MC4R barr agon	ABCB6 inh MLPCN	NOD2 RIPK2 PPI	m5-HT2A agonist
2	CC(C)c1cc(C(=O)O)n(-c2ccccc2)n1	-3	4	0	-13	1	-7	-1.6	100	3	-4
25	O=S(=O)(c1ccc2[nH]ccc2c1)N1CCCCCC1	5	-9	-2	5	-3	-2	-3.4	94	1	5
21	CCCOc1nc2c(c(=O)n(C)c(=O)n2C)n1CCC	-4	0	-4	-19	2	-7	-2.4	88	-6	3
4	Cc1ccsc1C(=O)OCc1cc(=O)n2ccsc2n1	10	6	31	-59	-11	-1	-1.3	101	-1	0
7	O=C(COc1ccc(C(=O)O)cc1)Nc1cccc(C(F)(F)F)c1	17	-2	-2	3	3	0	1.4	102	-8	-5
1	COC(=O)Nc1ccc(S(=O)(=O)N2CCCC(C(=O)Nc3cccnc3)C2)cc1 (stereo not given)	-1	1	-2	-12	1	-5	-0.4	90	6	-1
11	COc1ccccc1N1CCN(S(=O)(=O)CCNC(=O)CCc2ccccc2)CC1	10	-1	4	0	0	-17	-0.8	94	6	0
24	COc1cccc(CNC(=O)CN2C(=O)NC(Cc3ccccc3)(c3ccccc3)C2=O)c1 (stereo not given)	-2	-1	6	-6	-3	-8	-0.9	99	-2	-2
13	CC(=O)c1cccc(N(C(=O)c2ccccn2)C(C(=O)NC2CCCCC2)c2cccs2)c1 (stereo not given)	-4	2	8	1	-3	0	-3.0	102	-11	2

Following part:
nr	SMILES	MC4R antag cAMP	ABHD5-PLIN5 inh	H9c2 protect	SRC2 inh	Glyco luc inh	TLR9-MyD88 inh	MC4R barr agon	ABCB6 inh MLPCN	NOD2 RIPK2 PPI	m5-HT2A agonist
26	COc1ccc(CNCC(O)(c2ccc(Cl)cc2)c2ccc(Cl)cc2)cc1	3	-8	-15	2	-2	-3	0.6	94	5	2
27	CCN1CCN(C(=O)CN(C)S(=O)(=O)c2cc(C)ccc2OC)CC1	3	0	0	-4	-4	-6	0.0	97	-9	-3
28	Cc1cc(C(=O)Nc2cccc(S(=O)(=O)N3CCOCC3)c2)c2ccccc2n1	5	9	5	-17	-2	-4	-1.4	102	5	-1
29	COc1ccccc1N1CC(O)=C(c2nc3ccccc3s2)C1=N	1	5	41	-29	9	7	1.6	95	1	-7
30	O=C(Nc1cccc2ncccc12)c1ccco1	-2	7	2	-2	-3	1	0.6	103	-18	10
31	CC(C)C[C@@H]1CN(CCCC[C@H]2CNC(=O)C(=O)N2CCC2CCCCC2)C(=O)C(=O)N1CCc1ccc(O)cc1	.	3	.	13	.	.	.	99	-2	5
32	CC1CC(NC(=O)c2c(O)nc3sccn3c2=O)CC(C)(C)C1 (stereo not given)	10	2	10	-20	-1	4	1.5	97	-5	10
33	COc1ccc(-c2cnc3c(NC(C)=O)cc(-c4ccc(C(=O)NC5CC5)cc4)cn23)cc1OC	-2	12	46	-42	2	.	8.0	99	-10	10
34	CC(Cl)C(=O)N1c2ccccc2CCc2ccccc21 (stereo not given)	3	0	-2	12	0	0	-2.0	97	3	-2
35	O=C1CSc2cc(Cl)ccc2N1	2	-6	3	-8	1	-5	2.0	104	-2	1
36	CCOC(=O)C(=NCCCN(C)C)NNc1ccc(Br)cc1	-3	6	8	2	0	2	0.7	95	-6	0
37	COC(=O)[C@H](C)NC(=O)NCCC1=CCCCC1	3	3	14	-3	1	4	-2.5	98	-4	8
38	COCCN(C(=O)Nc1ccccc1)c1ccccc1C	4	3	-1	4	1	-6	-0.1	99	-3	3
39	CN(C)c1ccc(CNCc2cccnc2)cc1	7	14	0	-7	0	.	-0.4	97	5	-1
40	CC(C)CN(C(=O)CN1C(=O)NC2(CCc3ccccc32)C1=O)C1CCS(=O)(=O)C1 (stereo not given)	9	-8	2	-10	2	2	-0.7	99	-9	6
41	O=C(Cn1[nH]c(=O)c2ccccc2c1=O)Nc1cccnc1	14	-1	50	20	1	0	1.5	103	0	2
42	CC(=O)c1ccc(N2CCN(Cc3nc(Cc4ccccc4)no3)CC2)cc1	-6	-3	3	3	-1	-2	-1.7	100	-3	-1
43	CCOC(=O)Cn1c(=O)oc2cc(S(=O)(=O)N(CCN(C)C)Cc3ccccc3)ccc21	4	3	1	8	-6	-5	-0.9	104	-2	-4
44	CC(C)C(=O)Nc1nc2cc3c(cc2s1)OCCO3	-6	-5	-14	-19	-12	-1	-1.5	89	14	2
45	CCOC(=O)C1CCCN(Cc2nc(N)nc(Nc3ccc(OC)cc3)n2)C1 (stereo not given)	3	-8	10	-4	0	4	-2.9	102	0	3
46	CSc1nc2sc3c(c2c(=O)[nH]1)CC(C)(C)OC3	17	5	7	-6	0	-3	-1.8	99	-2	-1
47	COc1ccccc1OCc1ccc(C(=O)Nc2ccccc2)cc1	5	-3	-5	-31	-2	11	2.0	94	-1	-7
48	CN(Cc1ccccc1Cl)C(=O)c1cnccc1C(F)(F)F	15	-2	10	-11	2	-1	0.2	96	-5	1
49	CN1CCN(CC(=O)N2c3ccccc3C(C)(c3ccccc3)CC2(C)C)CC1 (stereo not given)	18	10	-7	.	-3	4	3.7	96	-7	-4
50	CCCN1C(=O)c2ccccc2NC1c1ccc(O)c(OCC)c1 (stereo not given)	3	-3	4	-40	0	-4	-0.6	95	-6	-6

Next part:
nr	SMILES	MC4R antag cAMP	ABHD5-PLIN5 inh	H9c2 protect	SRC2 inh	Glyco luc inh	TLR9-MyD88 inh	MC4R barr agon	ABCB6 inh MLPCN	NOD2 RIPK2 PPI	m5-HT2A agonist
51	COc1ccc(-n2nc(C(=O)NCCCN3CCOCC3)c3ccccc3c2=O)c(OC)c1	0	-1	2	-2	1	10	-0.6	95	-2	-5
52	CCCC(=O)Nc1c(-c2ccccc2)[nH][nH]c1=O	.	-34	0	-10	1	.	.	98	4	-1
53	COc1ccc(C(=O)OCC(=O)c2c(N)n(C)c(=O)n(C)c2=O)cc1OC	-1	5	13	-9	2	0	-2.4	98	-9	3
54	COc1ccc(CCNc2oc(COc3ccccc3F)nc2C#N)cc1	3	-4	28	-36	-2	-2	1.0	95	-1	-5
55	CC[C@]12c3[nH]c4cc(CCC(=O)N(C)C)ccc4c3CCN1C(=O)[C@@H](CC(=O)NCCCOC)C[C@@H]2C(=O)N1CCN(C(=O)C2CC2)CC1	5	0	-4	-4	2	7	-1.0	98	-4	1
56	CCN(CC)CCOc1ccc(C=NNc2nc3c([nH]2)c(=O)n(C)c(=O)n3C)cc1	-12	-6	2	-19	2	0	-0.2	97	-18	7
57	CCC(C)NC(=O)C1c2ccccc2C(=O)N1Cc1ccccc1 (stereo not given)	-3	0	-2	-19	0	0	-1.3	100	-4	5

Assay outcomes as filed in PubChem.
